CXCR6 inh: inhibitors of human CXCR6 receptor | O00574 | CHO-K1 PathHunter CXCR6 beta-arrestin, luminescence | inhibition, % at 20 µM | 0.36% of 360,000 active | AID 602244; in the data active = inhibition above about 34%, passing the limit was not always enough;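 note: antagonist mode with CXCL16 agonist at 10 nM final; 0% = 10 nM CXCL16 with DMSO and 100% = unstimulated wells without agonist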
Target sequence (O00574 whole entry, looked up): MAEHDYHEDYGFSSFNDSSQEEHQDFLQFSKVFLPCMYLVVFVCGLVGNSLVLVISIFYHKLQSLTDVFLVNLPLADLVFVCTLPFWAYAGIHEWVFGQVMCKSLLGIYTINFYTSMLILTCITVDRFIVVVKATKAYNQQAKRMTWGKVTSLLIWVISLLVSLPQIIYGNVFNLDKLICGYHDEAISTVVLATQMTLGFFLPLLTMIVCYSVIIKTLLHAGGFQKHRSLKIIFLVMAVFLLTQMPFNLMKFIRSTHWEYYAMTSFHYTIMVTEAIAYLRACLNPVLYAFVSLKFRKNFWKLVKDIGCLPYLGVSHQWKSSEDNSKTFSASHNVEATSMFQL
UPR CHOP act: apoptotic UPR (CHOP) activation. 0.34% of 330,000 active. CHO-CHOP luciferase reporter, luminescence; percent of tunicamycin response over DMSO baseline. activation, % at 10 µM;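 active = at 10 µM dose, activation of 40% or more, normalized to positive control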;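 note: 100% = tunicamycin at 10 µg/mL and 0% = DMSO alone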
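measured by = luciferase luminescence | assay system = CHO-CHOP cells, stable luciferase reporter of PERK-eIF2a-CHOP signalling | amount = 500 reporter cells seeded per well | timing = 6 h compound exposure at 37 °C after overnight seeding | controls = positive tunicamycin 10 µg/mL, negative DMSO alone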
Mdm2 MdmX PPI: human Mdm2/MdmX binding inhibition; O15151+Q00987; SaOS-2 split-luciferase Mdm2/MdmX complementation, luminescence; inhibition, % at 8 µM; 3% of 330,000 active;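 active = inhibition of at least 50% at 8 µM in the primary screen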
tim10-1 inh: inhibits growth of tim10-1 mutant yeast. S. cerevisiae tim10-1 ts strain growth, BacTiter-Glo, 24 h. inhibition, % at 20 µM. 2.2% of 330,000 active. AID 463190;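 active = inhibition of at least 40%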;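 note: mutant grown at 25 °C; 0% = DMSO wells with yeast and 100% = wells holding no yeast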
TIM10 inh: growth inhibitors of TIM10 yeast strain; S. cerevisiae TIM10 strain growth, BacTiter-Glo luminescence, 24 h; inhibition, % at 10 µM; AID 463195; 1.4% of 330,000 active;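 active = inhibition of 40% or more at the single tested concentration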;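 note: wild-type TIM10 isogenic control strain grown at permissive 25 °C; 0% = DMSO yeast wells and 100% = minimal medium wells without yeast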
tim23-1 inh: inhibits growth of tim23-1 mutant yeast; S. cerevisiae tim23-1 growth, BacTiter-Glo luminescence, 24 h; inhibition, % at 20 µM; 1.3% of 330,000 active; AID 463212;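 active = growth inhibition of the mutant yeast at or above 50%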;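 note: temperature-sensitive mutant grown at 25 °C; plate controls were DMSO-treated mutant yeast for no effect and medium wells lacking yeast for full effect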
APJ antag: APJ receptor antagonism; P35414; inhibition, % at 20 µM; CHO-K1 APJ beta-arrestin complementation, luminescence; 0.32% of 330,000 active;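 active = inhibition above about 40% at 20 µM, limit read from the data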;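 note: cells challenged with 10 nM apelin-13 agonist together with compound; plate controls were apelin-13 plus DMSO wells for no effect and DMSO wells lacking apelin-13 for full effect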
Target sequence (P35414 whole entry, looked up): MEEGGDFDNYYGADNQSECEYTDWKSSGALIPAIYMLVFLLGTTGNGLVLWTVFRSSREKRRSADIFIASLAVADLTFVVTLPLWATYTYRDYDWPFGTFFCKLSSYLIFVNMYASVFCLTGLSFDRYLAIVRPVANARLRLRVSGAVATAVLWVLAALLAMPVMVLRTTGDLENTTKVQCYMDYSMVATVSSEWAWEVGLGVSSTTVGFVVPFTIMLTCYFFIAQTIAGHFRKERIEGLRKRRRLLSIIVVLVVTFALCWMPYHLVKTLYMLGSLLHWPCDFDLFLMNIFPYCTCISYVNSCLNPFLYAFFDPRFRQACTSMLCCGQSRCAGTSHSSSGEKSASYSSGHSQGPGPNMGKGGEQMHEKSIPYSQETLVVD
UPR XBP1 act: activators of adaptive arm of unfolded protein response (XBP1) | CHO-XBP1 luciferase reporter, IRE1-XBP1 UPR activation, luminescence; percent of tunicamycin response, DMSO as zero | activation, % at 20 µM | 0.33% of 330,000 active;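 active = versus positive control, 20 µM dose yields 30% or more activation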;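 note: 100% = tunicamycin at 10 µg/mL and 0% = DMSO only wells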
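Material: CHO-XBP1 cells stably carrying IRE1-XBP1-driven luciferase reporter | Medium: F12 with 10% serum | Compound dosing: 20 µM single concentration, DMSO 1% | Incubation: Overnight seeding at 37 °C, 6 h compound treatment at 37 °C | Detection: Steady-Glo luminescence read | Read-out basis: % activation of reporter signal versus tunicamycin and DMSO controls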
APJ ag: APJ receptor agonism | AID 2520 | CHO-K1 APJ PathHunter beta-arrestin, luminescence; 0% DMSO wells, 100% apelin | P35414 | 0.11% of 330,000 active | activation, % at 20 µM;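 active = activation more than six SD over the plate average, tested at 20 µM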;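 note: 0% = DMSO alone and 100% = apelin-13 at 10 nM; some results filed as inactive read as strong as hits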
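Material: engineered CHO-K1 APJ arrestin reporter cells; amount: 1000 CHO-K1 reporter cells seeded per well; incubation: compound stimulation 90 min at 25 °C, detection 60 min; signal: luminescent beta-gal fragment complementation, chemiluminescent substrate; read-out basis: APJ agonist activity; controls: DMSO-only wells as negative, 10 nM Apelin-13 as positive control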
Starred values were filed as active, the others as inactive; x = not tested or not shown. A portion of the library; the hit share may differ from the screen's.

Key to letters: A = CXCR6 inh; B = UPR CHOP act; C = Mdm2 MdmX PPI; D = tim10-1 inh; E = TIM10 inh; F = tim23-1 inh; G = APJ antag; H = UPR XBP1 act; I = APJ ag
molecule: COc1ccc(C(CNC(=O)C(C)Oc2ccc(Br)cc2)N2CCOCC2)cc1 (stereo not drawn)
  A: -6	B: -1.4	C: -13	D: 12	E: 8	F: 8	G: 19	H: 1	I: -1

molecule: O=C(NCc1ccc(Cl)c(Cl)c1)c1ccc2c(c1)OCO2
  A: 3	B: 0.1	C: 19	D: 9	E: 9	F: 23	G: 7	H: 1	I: -7

molecule: CCCC1=[N+](CC(=O)c2ccc(Br)cc2)CCn2cccc21
  A: 20	B: 1.2	C: 7	D: 1	E: -10	F: 20	G: 24	H: 5	I: -13

molecule: COc1cccc(C(=O)Nc2ccc(S(=O)(=O)Nc3cc(C)nc(C)n3)cc2)c1
  A: -8	B: -0.8	C: 37	D: -3	E: 2	F: 13	G: 13	H: -4	I: -1

molecule: Cc1ccc(OCC(=O)Nc2cccc3c2CCCC3)cc1C
  A: -2	B: 3.5	C: 7	D: 11	E: 28	F: 13	G: -11	H: 0	I: -3

molecule: COc1ccc(CCC(=O)Nc2nccs2)cc1OC
  A: -8	B: -0.4	C: 18	D: 13	E: -6	F: 10	G: 1	H: -1	I: -5

molecule: CC(=O)N1CCN=C1SCc1ccc(Br)cc1
  A: -9	B: 0.4	C: -5	D: 20	E: 1	F: 10	G: 12	H: 0	I: -1

molecule: Clc1ccc(C2=CSC3=NCCN23)c(Cl)c1
  A: -4	B: -3.1	C: 4	D: -11	E: 6	F: -7	G: 8	H: 3	I: -5

molecule: Cc1ccc(-c2cc3nc(-c4ccc(Br)cc4)cc(N)n3n2)cc1
  A: -2	B: 0.0	C: -6	D: -2	E: 18	F: -3	G: -17	H: -2	I: -1

molecule: CC(=O)NS(=O)(=O)c1ccc(NC(=O)CSc2ccc(Cl)cc2)cc1
  A: x	B: -1.2	C: 19	D: 5	E: 6	F: 10	G: 6	H: 0	I: -2

molecule: O=C(NCCS(=O)(=O)NCCc1ccccc1)c1ccccc1
  A: -7	B: 0.9	C: 8	D: -4	E: -6	F: 3	G: -2	H: -4	I: 2

molecule: Cc1c(NC(=O)c2cc(-n3cnnc3)ccc2Cl)cccc1-c1nc2ccccc2o1
  A: -3	B: 2.5	C: 29	D: 9	E: -3	F: 3	G: 2	H: 1	I: -4

molecule: COc1cc(C(=O)Nc2ccc(-c3nnc(-c4ccco4)o3)cc2)cc(OC)c1OC
  A: -13	B: 3.6	C: -4	D: 18	E: 22	F: 35	G: -5	H: 2	I: 21

molecule: Cc1nn(C)cc1CN(C)C(=O)c1nn2c(c1Br)NC(c1cccs1)CC2C(F)(F)F (stereo not drawn)
  A: -3	B: 0.6	C: 6	D: 0	E: -12	F: 12	G: -8	H: -5	I: -2

molecule: O=C(Cc1ccccc1)NCCS(=O)(=O)N1CCN(c2cccc(Cl)c2)CC1
  A: -1	B: 0.7	C: -4	D: 32	E: 14	F: 20	G: -8	H: -5	I: 13

Compound profiles (already shown). Screens in order: CXCR6 inh	UPR CHOP act	Mdm2 MdmX PPI	tim10-1 inh	TIM10 inh	tim23-1 inh	APJ antag	UPR XBP1 act	APJ ag
`CC(=O)NS(=O)(=O)c1ccc(NC(=O)CSc2ccc(Cl)cc2)cc1` in the list: x	-1.2	19	5	6	10	6	0	-2
`CC(=O)N1CCN=C1SCc1ccc(Br)cc1` in the list: -9	0.4	-5	20	1	10	12	0	-1

Ordered by the number under Mdm2 MdmX PPI (largest number first): 3 from the list above
| SMILES | Mdm2 MdmX PPI |
| --- | --- |
| O=C(NCCS(=O)(=O)NCCc1ccccc1)c1ccccc1 | 8 |
| Cc1ccc(OCC(=O)Nc2cccc3c2CCCC3)cc1C | 7 |
| O=C(Cc1ccccc1)NCCS(=O)(=O)N1CCN(c2cccc(Cl)c2)CC1 | -4 |

Remaining list, next part
Key to letters: A = CXCR6 inh; B = UPR CHOP act; C = Mdm2 MdmX PPI; D = tim10-1 inh; E = TIM10 inh; F = tim23-1 inh; G = APJ antag; H = UPR XBP1 act; I = APJ ag
molecule: O=C(O)c1cc(S(=O)(=O)N2CCCCC2)ccc1N1CCOCC1
  A: -10	B: -0.1	C: -24	D: 5	E: 0	F: 17	G: -11	H: 0	I: 0

molecule: O=C(/C=C/c1ccc([N+](=O)[O-])cc1)c1cccs1
  A: 2	B: 4.1	C: 13	D: 24	E: -7	F: 19	G: -4	H: 2	I: 7

molecule: O=C(N/N=C/c1cccc([N+](=O)[O-])c1)c1ccccc1-n1cccc1
  A: 5	B: 0.0	C: 8	D: 33	E: 24	F: 23	G: 0	H: -2	I: -3

molecule: COCCCNC(=O)CCc1nc(-c2ccccc2)no1
  A: 4	B: -0.8	C: 8	D: 14	E: 2	F: 14	G: -4	H: -2	I: -3

molecule: CCC(NC(=O)c1ccccc1NC(=O)c1ccccc1)C(=O)OC (stereo not drawn)
  A: 0	B: -0.9	C: 9	D: 30	E: 20	F: 18	G: 15	H: -4	I: -3

molecule: COC(=O)CNC(c1ccccc1)c1cc(Br)ccc1NC(C)=O (stereo not drawn)
  A: -8	B: -0.1	C: 2	D: 21	E: 9	F: 16	G: 23	H: -2	I: -4

molecule: O=C(CSc1nnnn1C1CC2C=CC1C2)Nc1ccc(C(=O)O)cc1 (stereo not drawn)
  A: 1	B: 1.2	C: -35	D: -10	E: -2	F: 12	G: 22	H: 1	I: 10

molecule: Cn1c(=O)[nH]c(=O)c2c1nc(Br)n2CC(O)COc1ccccc1 (stereo not drawn)
  A: -2	B: 0.7	C: 1	D: 13	E: 14	F: 15	G: 11	H: 2	I: 0

molecule: CS(=O)(=O)c1ccc(C(=O)OC2CCOC2=O)cc1[N+](=O)[O-] (stereo not drawn)
  A: 20	B: 3.2	C: 24	D: 9	E: 8	F: 23	G: -2	H: -4	I: 3

molecule: C/C(=C\c1ccccc1)C(=O)c1c(C)cc(C)[nH]c1=O
  A: -3	B: -1.9	C: 58*	D: 11	E: -4	F: 8	G: -3	H: -3	I: 0

molecule: Cc1ccc(NC(=O)CN2C(=O)NC(C)(c3ccccc3)C2=O)c(C)c1 (stereo not drawn)
  A: 0	B: 2.9	C: -11	D: -8	E: -10	F: 3	G: -1	H: -1	I: -4

molecule: Cc1cc(NC(=O)CCC(=O)N(CC(=O)NC2CCCC2)Cc2ccccc2Cl)no1
  A: 3	B: -1.9	C: -17	D: 0	E: 9	F: 13	G: 11	H: -4	I: 1

molecule: COc1ccc(C)cc1NC(=O)CN1C(=O)COc2ccc(S(=O)(=O)N3CCCCCC3)cc21
  A: -7	B: 0.0	C: 29	D: 16	E: 10	F: 3	G: 4	H: -5	I: -1

molecule: C#CCOCCOCCOCCNc1nc(N2CCN(C(=O)[C@H]([C@@H](C)CC)n3cc([C@@H](N)CO)nn3)CC2)nc(N2CCN(C(=O)[C@H](CCCCN)n3cc([C@@H](N)C(C)CC)nn3)CC2)n1 (stereo partly drawn)
  A: -1	B: -0.7	C: -15	D: 3	E: 4	F: 11	G: 6	H: 3	I: 7

molecule: COc1cccc(N2CCN(C(=O)c3ccc4ccccc4c3)CC2)c1
  A: -19	B: -0.1	C: 20	D: 29	E: 11	F: 28	G: -4	H: 1	I: -5

Gathered by group, the compounds so far with a COOH group.
Key to letters: A = CXCR6 inh; B = UPR CHOP act; C = Mdm2 MdmX PPI; D = tim10-1 inh; E = TIM10 inh; F = tim23-1 inh; G = APJ antag; H = UPR XBP1 act; I = APJ ag
molecule: O=C(O)c1cc(S(=O)(=O)N2CCCCC2)ccc1N1CCOCC1
  A: -10	B: -0.1	C: -24	D: 5	E: 0	F: 17	G: -11	H: 0	I: 0

molecule: O=C(CSc1nnnn1C1CC2C=CC1C2)Nc1ccc(C(=O)O)cc1 (stereo not drawn)
  A: 1	B: 1.2	C: -35	D: -10	E: -2	F: 12	G: 22	H: 1	I: 10

(continued)
Key to letters: A = CXCR6 inh; B = UPR CHOP act; C = Mdm2 MdmX PPI; D = tim10-1 inh; E = TIM10 inh; F = tim23-1 inh; G = APJ antag; H = UPR XBP1 act; I = APJ ag
molecule: CCCCc1cn([C@@H](CCCCNC(=O)OC(C)(C)C)C(=O)N2CCN(C(=O)OC(C)(C)C)CC2)nn1
  A: 1	B: -0.5	C: 13	D: -15	E: -13	F: -5	G: -6	H: -1	I: -3

molecule: CCN(Cc1ccccc1)C(=O)c1ccc(SC)cc1OC
  A: -3	B: -1.1	C: -7	D: -15	E: 6	F: 37	G: 12	H: -1	I: -1

molecule: Cc1ccccc1NC(=S)N(CCN1CCCCCC1)Cc1cccs1
  A: 8	B: 2.4	C: 1	D: 19	E: -6	F: 12	G: 8	H: 0	I: -1

molecule: COc1ccc(NC(=O)CN(C)C(=O)CN2C(=O)NC3(CCCCC3)C2=O)cc1
  A: -6	B: -0.9	C: 24	D: -3	E: -4	F: -9	G: 1	H: 0	I: 2

molecule: O=C(NCC1COc2ccccc2O1)C1(c2ccccc2)CCCC1 (stereo not drawn)
  A: 1	B: -0.3	C: 4	D: -1	E: 13	F: 24	G: 9	H: 0	I: -4

molecule: Cc1ccc2nc(Cl)c(/C=N/NC(=O)c3ccccc3O)cc2c1
  A: -4	B: 1.5	C: 9	D: 22	E: -7	F: 11	G: 18	H: 1	I: -3

molecule: COc1ccccc1CC(NC(C)=O)C(=O)NC1CCN(C(=O)Nc2ccccc2F)CC1 (stereo not drawn)
  A: 1	B: -0.9	C: -14	D: -4	E: -18	F: 2	G: -32	H: -5	I: 0

molecule: C=CCn1c(N)c(C(=O)Nc2ccccc2OC)sc1=S
  A: -1	B: 0.4	C: 20	D: 30	E: 13	F: 46	G: 12	H: 1	I: -5

molecule: O=C(CN1CCOCC1)NCCC12CC3CC(CC(C3)C1)C2
  A: 2	B: 0.7	C: 27	D: 10	E: 7	F: 14	G: -6	H: 3	I: -2

molecule: COc1ccc(OC)c(/C=N/NC(=O)c2cc3c(OC)cccc3[nH]2)c1
  A: -11	B: 1.0	C: -2	D: 16	E: -15	F: 13	G: -16	H: -4	I: 6

molecule: COc1ccc(CC(=O)N2CCCC(CNC(=O)c3ccccc3Cl)C2)cc1 (stereo not drawn)
  A: -1	B: 2.5	C: 9	D: 13	E: 10	F: 5	G: 9	H: -2	I: -2

molecule: N#CC1=C(N)n2c(s/c(=C\c3ccco3)c2=O)=C(C#N)C1c1ccco1 (stereo not drawn)
  A: 16	B: 9.7	C: 5	D: 19	E: 14	F: 18	G: 22	H: 8	I: -3

molecule: CS(=O)(=O)Nc1ccc(C(=O)N2CCCC2)cc1
  A: -4	B: 0.8	C: -8	D: 9	E: -7	F: 6	G: -19	H: 0	I: -2
